High-throughput results (PubChem)
CHRM5 PAM – CHRM5 positive allosteric modulation; P08912; CHO-K1 hM5, Fluo-8 calcium, ACh EC20 PAM; 0% = ACh EC20, 100% = ACh EC100; activation, % at 3 µM; actives 0.3% (n = 360,000); AID 624038;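 active = activation above the run cutoff, the mean activation of all test compounds plus 3 SD, cut at about 18% in these data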
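Test system: CHO-K1 hM5 cells / Doses: single-point, 3 µM nominal / Times: Post-acetylcholine fluorescence recording 140 s / Technique: Fluo-8 calcium fluorescence / Measure: Max/basal fluorescence ratio as % of EC20–EC100 ACh window / Benchmarks: low control EC20 acetylcholine (0%), high control EC100 acetylcholine (100%) / Replicates: one well per compound, no replicates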
CHO-K1 Ca PAM – M1 PAM counterscreen hit in parental CHO-K1 cells. ATP EC20, Fluo-8 calcium fluorescence; 0% at ATP EC20, 100% at ATP max. activation, % at 3 µM. actives 0.02% (n = 360,000);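 active = activation above the run cutoff, the mean activation of all test compounds plus 3 SD, cut at about 40% in these data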;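 also: peak over basal fluorescence ratio in a 140 s read after ATP addition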
TAAR1 agonist – human TAAR1 agonism; Q96RJ0; CHO RD-HGA16 TAAR1, Fluo-8 calcium fluorescence; vehicle wells 0%, saturating PEA agonist 100%; activation, % at 3 µM; actives 0.99% (n = 360,000);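 active = activation above the mean activation of all test compounds in the run plus 3 SD, cut at about 38% in these data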
Target sequence (Q96RJ0 whole entry, looked up): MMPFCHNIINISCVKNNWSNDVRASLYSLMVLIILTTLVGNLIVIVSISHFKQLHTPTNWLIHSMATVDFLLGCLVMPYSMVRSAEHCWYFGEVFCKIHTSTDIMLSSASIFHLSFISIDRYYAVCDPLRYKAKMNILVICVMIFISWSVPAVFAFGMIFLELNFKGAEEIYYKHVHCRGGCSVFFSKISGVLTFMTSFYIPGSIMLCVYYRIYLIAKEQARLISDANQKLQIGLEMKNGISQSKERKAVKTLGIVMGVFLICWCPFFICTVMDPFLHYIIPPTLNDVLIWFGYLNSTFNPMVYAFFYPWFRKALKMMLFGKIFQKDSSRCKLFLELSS
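Repeats: no replicates (n 1) | Material: CHO-derived RD-HGA16 cells with stable Gα16 and human TAAR1 | Technique: Kinetic Fluo-8 calcium fluorescence | Schedule: 17-24 h seeding, 75 min 37 °C dye, 30 min RT | Evaluation: % activation from peak over basal fluorescence ratio, DMSO-to-PEA scaled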
M5 ag – CHRM5 agonism in calcium assay; CHO-K1 hM5 cells, Fluo-8 calcium fluorescence; 0% DMSO wells, 100% maximal acetylcholine response; activation, % at 3 µM; P08912; actives 0.19% (n = 360,000);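 active = activation above the run's mean over test compounds plus 3 SD, cut at about 23% in these data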;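 also: signal is peak over basal fluorescence ratio across the kinetic read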
M4 PAM – CHRM4 positive allosteric modulation; AID 624126; activation, % at 3 µM; P08173; actives 0.4% (n = 360,000); CHO-K1 hM4/Gqi5, Fluo-8 calcium fluorescence, ACh EC20; 0% = ACh EC20, 100% = maximal ACh;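 active = activation above its plate's cutoff, the mean activation of sample wells plus 3 SD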; also: some results filed as inactive read as strong as hits
Target sequence (P08173 whole entry, looked up): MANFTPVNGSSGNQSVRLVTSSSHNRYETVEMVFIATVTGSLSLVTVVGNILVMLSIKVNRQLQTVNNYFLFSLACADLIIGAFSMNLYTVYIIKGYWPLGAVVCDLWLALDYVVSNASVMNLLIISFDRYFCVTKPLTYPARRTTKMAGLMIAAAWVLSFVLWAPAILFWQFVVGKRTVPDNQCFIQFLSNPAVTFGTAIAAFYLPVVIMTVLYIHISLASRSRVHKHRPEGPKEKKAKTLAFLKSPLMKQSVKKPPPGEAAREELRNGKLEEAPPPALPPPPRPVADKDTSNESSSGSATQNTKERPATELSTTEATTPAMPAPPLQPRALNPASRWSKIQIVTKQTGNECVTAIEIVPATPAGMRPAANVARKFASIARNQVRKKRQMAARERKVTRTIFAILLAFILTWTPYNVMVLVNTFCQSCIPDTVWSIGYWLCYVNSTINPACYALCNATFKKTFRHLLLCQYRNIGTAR
M5 antag – antagonists of human muscarinic M5 receptor (CHRM5) | P08912 | AID 624040 | actives 0.59% (n = 360,000) | CHO-hM5 cells, Fluo-8 calcium fluorescence, ACh EC80 | inhibition, % at 3 µM;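 active = inhibition above a per-plate cutoff, the mean of that plate's test compounds plus 3 SD, cut at about 27% in these data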;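 also: 0% = acetylcholine EC80 with DMSO and 100% = DMSO without agonist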
CRFBP-R2 agonist – CRF-BP/CRF-R2 complex agonism | HEK293 CRF-R2/CRF-BP, calcium dye fluorescence (FLIPR); percent of saturating CRF peptide response | activation, % at 13.2 µM | actives 0.46% (n = 350,000);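 active = activation of at least 50%, plus an integration ratio under a set limit after plate pattern correction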;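 also: plate controls were neutral control wells without compound for no effect and CRF at EC100 for full effect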
TAAR1 antag – antagonists of human TAAR1. Q96RJ0. CHO RD-HGA16 TAAR1, Fluo-8 calcium fluorescence, antagonist. inhibition, % at 3 µM. actives 1.5% (n = 360,000). AID 624466;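 active = inhibition above a per-plate cutoff, the mean inhibition of test compounds on that plate plus 3 SD, cut at about 49% in these data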;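 also: 0% = DMSO plus EC80 beta-PEA response and 100% = DMSO alone without agonist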
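Assay system: CHO-derived RD-HGA16 cells stably expressing human TAAR1 plus Gα16. Timing: 140 s kinetic read after compound, 140 s after agonist. Technique: kinetic Fluo-8 calcium fluorescence measurement. Measure: % inhibition of agonist calcium response.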
CRFR2-BP antag – CRF-BP/CRF-R2 complex antagonism; actives 0.59% (n = 350,000); inhibition, % at 11.8 µM; HEK293 CRF-R2/CRF-BP, CRF-induced calcium fluorescence; AID 588475;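 active = inhibition of the ligand-induced calcium signal above about 50% at the single tested concentration, limit read from the data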
An asterisk follows results filed as active; . = not tested or not shown. Random draw from the library; any-hit rate near 4.2%.

SMILES	CHRM5 PAM	CHO-K1 Ca PAM	TAAR1 agonist	M5 ag	M4 PAM	M5 antag	CRFBP-R2 agonist	TAAR1 antag	CRFR2-BP antag
Cc1cc(C=NCCCO)c(C)n1-c1cc(Cl)ccc1Cl	2	16	3	-5	4	12	0.5	-17	0
COc1cccc(NC(=O)C2(C)CCN2C(=O)Cc2ccc(-c3ccccc3)cc2)c1 (stereo unspecified)	-9	8	1	4	-7	20	.	7	.
COc1cc(SC)ccc1C(=O)N1CCN(c2ccccc2F)CC1	3	6	2	1	-4	7	-1.1	12	-6
Cc1nc(SCC(=O)NC2CCCC2)[nH]c(=O)c1Cc1ccccc1	-8	0	6	5	-1	10	0.0	0	10
Cn1c(-c2ccccc2)c(/C=N/NC(=O)c2ccc(O)cc2)c2ccccc21	-9	22	-2	-7	-28	-7	-1.4	20	11
COC(=O)c1ccc(C(=O)OC)c(NC(=S)N2CCC(C(N)=O)CC2)c1	4	-11	1	0	3	12	3.4	-1	-17
COc1cc(OC)cc(C(=O)NC(=S)NCCc2ccccc2)c1	-10	-15	2	-8	-8	9	2.2	-4	29
CC(=O)NC1C(OCCOc2ccc(Cl)cc2Cl)OC(COC(C)=O)C(OC(C)=O)C1OC(C)=O (stereo unspecified)	-4	18	13	-2	4	-3	0.2	-9	6
N#Cc1nc(-c2cccc(Cl)c2)oc1N1CCC(C(N)=O)CC1	-5	-7	2	-2	-1	9	-2.0	-12	-5
Cc1ccc(NC(=O)CN(C)C(=O)COC(=O)C2=COCCO2)cc1	6	-13	0	0	-4	-7	-0.5	-13	3
CC(C)CCNC(=O)c1ccc(NC(=O)C2=CSCCO2)cc1	-5	-4	6	-5	4	12	0.5	-2	-13
COC(=O)CCC(=O)Nc1cccc(Br)c1	5	4	9	-1	-1	1	1.2	-3	-9
Cc1cc(C)c2[nH]c(C(=O)Nc3ccc4c(c3)OCO4)cc2c1	-5	0	-2	0	30	-9	-1.4	-41	29
CN(C(=O)c1cccc(NC(=O)Cc2ccc(NC(=O)C3CCN(C(=O)C4CC4)CC3)cc2)c1)C1CC1	3	-3	2	1	-5	-7	3.4	-21	-11
O=C(COc1cccnc1[N+](=O)[O-])NCc1ccco1	-1	19	3	2	12	2	-0.7	11	-7
CC(O)C(NS(=O)(=O)c1ccc2ccccc2c1)C(=O)OCC(=O)Nc1ccccc1OC(F)F (stereo unspecified)	-7	-15	3	4	4	6	-2.2	-4	-27
Cc1ccccc1C(=O)NNC(=O)c1cc(S(=O)(=O)N2CCOCC2)ccc1C	4	-4	-1	2	8	8	-0.5	2	0
CCC(=O)NNc1ncnc2c1cnn2C	4	14	5	2	0	7	-0.9	-11	-4
Cn1cccc1C(=O)OCC(=O)N1CC(=O)Nc2ccccc21	-4	18	4	-3	-4	20	2.0	-13	0
C[C@@H]1ON(C)[C@H]2C[C@H]3c4[nH]c5ccccc5c4CCN3C(=O)[C@@H]12	-3	1	3	3	-1	-10	1.2	0	-12
OCc1cc(Br)ccc1OCc1nc2ccccc2s1	-9	-16	.	-3	-7	11	-1.8	.	-6
COCCNc1nnc(SC(C)C(=O)Nc2ccc(-c3nc4ccc(C)cc4s3)cc2)s1 (stereo unspecified)	-4	20	12	6	-4	5	5.7	46	-42
Cc1cc(C(=O)N/N=C2\CCCC(C)C2)n[nH]1 (stereo unspecified)	-5	7	14	-1	4	-11	6.8	6	5
COc1cccc(C2=NN(C(=O)c3ccc(C)o3)C(O)(C(F)(F)F)C2)c1 (stereo unspecified)	2	1	4	-7	-5	-1	4.0	19	3
Cc1ccccc1OCCNC(=O)/C=C/c1ccccc1	-6	13	0	-5	-8	15	-1.3	-29	25
O=C(CS(=O)c1ccc(F)cc1)N1CCOCC1 (stereo unspecified)	0	-20	4	-3	5	6	-1.2	-18	1
COc1ccc(-c2coc3cc(O)ccc3c2=O)cc1OC	-4	15	8	-2	2	3	-3.3	-5	0
O=C(c1cccc(-c2cccc3nccn23)c1)N1CCOCC1	6	22	16	1	-3	-6	.	-19	.
Nc1c(S(=O)(=O)c2ccccc2)c2nc3ccccc3nc2n1Cc1ccco1	-2	-5	5	3	3	2	65*	9	-77
CCc1cc(C(=O)Nc2cc(S(=O)(=O)N(C)C)ccc2C)sc1C	10	20	-1	2	1	-9	-2.4	-10	2

Structures above that bear a hit mark in CRFBP-R2 agonist.
SMILES | CHRM5 PAM | M5 ag | M4 PAM | M5 antag | CRFBP-R2 agonist | TAAR1 antag | CRFR2-BP antag
Nc1c(S(=O)(=O)c2ccccc2)c2nc3ccccc3nc2n1Cc1ccco1 | -2 | 3 | 3 | 2 | 65* | 9 | -77

More compounds.
SMILES	CHRM5 PAM	CHO-K1 Ca PAM	TAAR1 agonist	M5 ag	M4 PAM	M5 antag	CRFBP-R2 agonist	TAAR1 antag	CRFR2-BP antag
COc1ccccc1C(=O)NCCNC(=O)c1ccco1	2	25	13	-1	1	-1	0.5	7	-8
O=C(O)CSc1ccc2ccccc2n1	6	7	12	-2	6	4	-0.7	-12	5
COCc1[nH]nc2c1C(c1ccnc3ccccc13)C(C#N)=C(N)O2 (stereo unspecified)	1	-4	21	0	3	-3	3.1	-2	-23
CCN(CC(=O)Nc1ccc(OC)cc1)CC(=O)N1CC(=O)Nc2ccccc21	6	13	0	1	7	-3	-0.8	-1	5
COCC(C)n1c(COc2ccccc2F)nnc1SCC(=O)Nc1oc(C)c2c(C)n[nH]c(=O)c12 (stereo unspecified)	-7	2	-1	-3	4	-1	0.6	-25	16
COc1ccc(-c2nc(-c3ccccc3)[nH]c(=O)c2C#N)cc1	-2	11	2	0	3	0	-1.0	-28	27
O=C(CCCN=C1NS(=O)(=O)c2ccccc21)OCc1ccccc1	1	-10	5	5	2	5	0.9	-2	-4
COc1ccc(C(=O)Nc2ccc(OCC(F)(F)C(F)F)c(C(F)(F)F)c2)cc1OC	0	10	6	-6	3	6	5.7	30	-4
O=C1N=C(N2CCOCC2)S/C1=C\c1ccc(OS(=O)(=O)c2ccccc2)cc1	-6	-7	10	-2	-11	7	5.0	15	24
CC(=O)NC1C(OCc2ccccc2)OC(COC(C)=O)C(OC(C)=O)C1OC(C)=O (stereo unspecified)	-5	-6	6	-3	3	9	-0.4	5	0
CC(=O)Nc1ccc(S(=O)(=O)NCc2ccc3c(c2)cc(C)n3C)cc1	0	11	3	0	1	0	2.2	-25	-6
COc1ccccc1-c1nc(-c2ccccc2)[nH]c(=O)c1C#N	4	-2	1	-2	13	0	-2.9	-10	16
O=C(NCCC(=O)N1CCC2(CC1)NCCc1[nH]cnc12)c1cccc(C(F)(F)F)c1	-3	-19	1	-6	0	10	-1.2	-16	-1
CN(C)S(=O)(=O)c1cccc(NC(=O)COC(=O)CCC(=O)c2ccc(F)cc2)c1	5	8	0	4	10	-8	-0.4	3	2
Cc1nc2cc(NC(=O)Nc3cccc4ccccc34)ccc2n1C	5	24	9	0	7	-3	-0.4	2	12
CCN1CCC(CN2CCNC2=S)CC1	4	16	1	-1	0	-6	0.1	2	-8
CCN(CC)CC(=O)Nc1ccc(Oc2ccc(NC(=O)CN(CC)CC)cc2)cc1	7	8	11	-4	-6	3	-0.1	-1	-8
O=C(CS(=O)CC(=O)Nc1cccc2c1CCCC2)Nc1ccc(F)cc1 (stereo unspecified)	-5	14	5	0	-7	2	1.0	-14	-34
COCCN1C[C@@H](CO)O[C@@H](n2cnc3c(N4CCCC4)ncnc32)C1	-3	16	5	0	6	12	.	-26	.
O=C(COC(=O)c1cc(-c2ccccc2)nc2ccccc12)NCC1CCCO1 (stereo unspecified)	-3	2	4	-1	-2	8	1.9	-23	1
Cc1ccc(C(=O)NC(=S)Nc2ccc3c(c2)OCCO3)c(C)c1	-2	2	22	-3	-4	1	2.4	18	1
CC1CCc2c(nc3ncnn3c2N2CCN(c3ccccc3)CC2)C1 (stereo unspecified)	8	26	20	-8	8	-1	-1.0	-6	-9
CCC(Oc1ccc(Cl)cc1)C(=O)N1CC(=O)Nc2ccccc21 (stereo unspecified)	-4	-1	0	-4	-2	18	-2.5	-8	-6
Cc1cc(C)c(C)c(S(=O)(=O)NCCN2CCOCC2)c1C	-6	8	1	-6	-6	14	-0.1	-15	-2
C=CCn1c(SCC(=O)Nc2ncc(Cc3cc(C(F)(F)F)ccc3Cl)s2)nnc1-c1ccncc1	-2	6	1	3	2	9	-0.9	-9	-3
COc1cc(NC(=O)c2cccs2)c(OC)cc1NC(=O)CCC(=O)Nc1cccc2ncccc12	-9	16	6	2	-2	8	3.0	16	-21
COc1ccc(-c2nc(CS(=O)(=O)CC(=O)NCCc3ccccc3)c(C)o2)cc1	-2	11	26	-5	1	13	0.4	-26	-6
COc1ccc2c(c1)[C@H]1[C@H](CO2)[C@H](c2ccccc2)[C@]2(C)C(=O)Nc3cc(F)c(F)cc3C(=O)N12	-22	15	5	-9	-6	12	-0.7	10	13
CC1(C(=O)Nc2ccccc2)CCN1C(=O)C1(c2ccccc2)CC1 (stereo unspecified)	-2	-3	2	3	-2	-4	.	0	.
Cc1ccccc1CN1CCN(CC2CC3C=CC2C3)CC1 (stereo unspecified)	-16	-3	5	-6	-21	6	1.9	11	-30
O=c1[nH]c(Cc2ccccc2)nc2c1oc1ccccc12	-2	20	2	-2	10	-6	-1.9	-10	-13
C[C@H](CO)N1C[C@H](C)[C@@H](CN(C)S(C)(=O)=O)Oc2ccc(NC(=O)Nc3ccc(C(F)(F)F)cc3)cc2C1=O	-1	4	6	3	-3	8	-0.6	21	11
C[C@H](NC(=O)[C@H]1N2C(=O)c3ccccc3C2SC1(C)C)C(=O)NCc1ccncc1 (stereo partly specified)	0	10	2	-3	3	-5	3.5	-13	-12
COC(=O)CCCC1=CC2=C(c3ccccc3)C(=O)C(C)(OC(=O)C3CCCC3)C(=O)C2=CN1Cc1ccco1 (stereo unspecified)	9	12	6	0	10	0	1.8	25	-9
COC(=O)c1nn(-c2ccc(OC)cc2)c(=O)c2c(N)sc(C)c12	-2	-6	2	0	-2	4	-0.7	4	-8

Arranged by value in M5 antag (highest first): three from the list above
SMILES,CHRM5 PAM,M5 ag,M4 PAM,M5 antag,CRFBP-R2 agonist,TAAR1 antag,CRFR2-BP antag
C[C@H](CO)N1C[C@H](C)[C@@H](CN(C)S(C)(=O)=O)Oc2ccc(NC(=O)Nc3ccc(C(F)(F)F)cc3)cc2C1=O,-1,3,-3,8,-0.6,21,11
COC(=O)c1nn(-c2ccc(OC)cc2)c(=O)c2c(N)sc(C)c12,-2,0,-2,4,-0.7,4,-8
O=c1[nH]c(Cc2ccccc2)nc2c1oc1ccccc12,-2,-2,10,-6,-1.9,-10,-13
